Keap1 Nrf2 FP = disrupts human Keap1 binding to Nrf2 peptide. Keap1 Kelch-Nrf2 peptide fluorescence polarization, 1536-well. actives 0.15% (n = 340,000). Q14145. AID 504523. inhibition, % at 9.4 µM; in the data active = inhibition above about 12%;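 also: human Keap1 Kelch domain with fluorescein labeled Nrf2 9mer peptide probe; 0% = neutral control wells and 100% = peptide positive control; higher means more block of Keap1 binding to Nrf2 peptide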
PvdQ inh = blocks Pseudomonas aeruginosa PvdQ acylase activity | AID 488965 | purified PvdQ acylase, fluorescence plate reader | actives 0.063% (n = 340,000) | inhibition, % at 10 µM; in the data active = inhibition above about 30%, passing the limit was not always enough;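 also: 0% = vehicle neutral wells and 100% = reference inhibitor wells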
C-LANA FP = inhibitors of KSHV LANA C-terminal domain DNA binding; actives 0.078% (n = 340,000); inhibition, % at 9 µM; MBP-C-LANA/FAM-LBS DNA binding, fluorescence polarization;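 active = highest replicate inhibition at or above 60% at 9 µM, even if other replicates fall short; inactive = all replicates below 60% inhibition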;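 also: 0% = neutral control wells and 100% = 4 µM acridine orange control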
Cardiac RTF inh = cardiac RTF calcium desensitization; P19429+P45379; AID 493244; IANBD-labeled cardiac RTF, Ca2+ fluorescence; actives 0.12% (n = 340,000); inhibition, % at 7.15 µM;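 active = inhibition above the mean inhibition of all tested compounds plus 3 SD, cut at about 17% in these data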;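 also: assay run at fixed EC70 calcium of 1.6 mM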
SR-BI uptake up = enhances SR-BI lipid uptake from DiI-HDL; CHO ldlA[mSR-BI] cells, DiI-HDL uptake fluorescence, 3 h; 100 = double the neutral-control signal; activation, % at 12.5 µM; AID 504775; actives 0.096% (n = 320,000);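 active = mean replicate activation of at least 60% and every replicate at or above 60%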;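 also: 0% = median plate neutral-control signal and 100% = twice that signal; values of inactives mirror those of a sister screen read the other way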
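Material – SR-BI-overexpressing, LDLR-lacking CHO cells · Medium – BSA-supplemented, HEPES-buffered Ham's F12, pH 7.4 · Doses – single concentration · Times – compound with DiI-HDL co-incubation, 3 h at 37 °C · Measured by – bottom-read fluorescence, 550/595 nm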
Arrestin-AP2 inh = blocks beta-arrestin peptide binding to AP2 adaptin; actives 0.31% (n = 340,000); inhibition, % at 10 µM; FITC-arrestin peptide / GST-AP2 beads, flow cytometry; AP2 beta2 appendage carries R879A mutation;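 active = inhibition above a set limit, near 3 SD of compounds lacking own fluorescence, cut at about 54% in these data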;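 also: plate controls were DMSO wells for no effect and 5 µM unlabelled arrestin peptide for full effect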
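Assay system: GST-AP2 R879A bound to glutathione beads, E. coli-expressed; Medium: PBS with 0.05% Tween 20 and 0.1% BSA; Also added: fluorescein-tagged arrestin peptide at 50 nM final; Timing: 12 min plus 1 h, RT; Measured by: flow cytometry, FL1 (488/535 nm); Evaluation: percent drop in bead-associated FITC signal.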
PKA-R2B activ = activates the human PKA-R2B holoenzyme complex; P22694+P31323; PKA-R2B holoenzyme dissociation, Cy5-IP20 fluorescence polarization; R2B truncated from residue 108, S112A mutant; 0% DMSO only, 100% 113 µM cGMP; activation, % at 11.4 µM; actives 0.079% (n = 340,000); AID 504700;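 active = activation above a cutoff set at the mean over all compounds plus 3 SD, cut at about 18% in these data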;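 also: higher means more holoenzyme dissociation and a rise in polarization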
NSD2 inh = inhibitors of human histone methyltransferase NSD2 | O96028 | NSD2 peptide methylation, AlphaScreen, 120 min | inhibition, % at 12.5 µM | actives 0.54% (n = 310,000); in the data active = inhibition above about 50%
SR-BI DiI inh = mouse SR-BI HDL lipid transfer inhibition; actives 0.96% (n = 320,000); Q61009; AID 488896; ldlA[mSR-BI] CHO cells, DiI-HDL uptake fluorescence, 3 h; inhibition, % at 12.5 µM;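 active = mean replicate inhibition of at least 70% and a set share of replicates each scoring 70 or more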;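 also: 0% = median of neutral control wells and 100% = median of positive control wells; values of inactives mirror those of a sister screen read the other way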
DAGLB inh = diacylglycerol lipase beta (human) inhibition. HEK293T DAGLB membrane lysate, EnzChek fluorogenic substrate. Q8NCG7. actives 0.059% (n = 340,000). AID 504411. inhibition, % at 5.17 µM; in the data active = inhibition above about 34%;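 also: 0% = enzyme with vehicle and 100% = wells lacking enzyme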
Target sequence (Q8NCG7 whole entry, looked up): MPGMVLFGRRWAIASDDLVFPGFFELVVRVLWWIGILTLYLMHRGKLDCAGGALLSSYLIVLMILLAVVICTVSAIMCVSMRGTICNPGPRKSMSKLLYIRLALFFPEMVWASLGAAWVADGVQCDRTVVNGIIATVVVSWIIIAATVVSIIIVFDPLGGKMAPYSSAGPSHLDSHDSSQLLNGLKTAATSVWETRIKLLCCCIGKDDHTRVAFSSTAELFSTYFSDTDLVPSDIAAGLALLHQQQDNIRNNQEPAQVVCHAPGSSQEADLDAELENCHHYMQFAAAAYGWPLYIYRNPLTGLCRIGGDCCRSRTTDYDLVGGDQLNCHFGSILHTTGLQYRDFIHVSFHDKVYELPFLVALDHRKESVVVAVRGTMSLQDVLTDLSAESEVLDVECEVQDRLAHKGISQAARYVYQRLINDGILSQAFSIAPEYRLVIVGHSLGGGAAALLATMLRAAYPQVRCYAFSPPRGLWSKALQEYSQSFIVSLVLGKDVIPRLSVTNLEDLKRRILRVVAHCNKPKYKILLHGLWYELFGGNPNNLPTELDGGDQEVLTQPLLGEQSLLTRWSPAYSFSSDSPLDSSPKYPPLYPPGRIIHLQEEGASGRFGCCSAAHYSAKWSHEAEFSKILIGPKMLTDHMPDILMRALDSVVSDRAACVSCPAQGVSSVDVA
Starred values were filed as active, the others as inactive; . = not tested or not shown; & = joins results of further samples.

nr	SMILES	Keap1 Nrf2 FP	PvdQ inh	C-LANA FP	Cardiac RTF inh	SR-BI uptake up	Arrestin-AP2 inh	PKA-R2B activ	NSD2 inh	SR-BI DiI inh	DAGLB inh
1	COc1ccc(C(=O)Oc2c(C)occc2=O)cc1OC	-1	-10	0.3	-2	28	-1	-2	-6	-28	-1
2	Cc1ccc(-c2nc(CS(=O)(=O)CC(=O)NC3CCCCCC3)c(C)o2)cc1	-3	-2	-1.5	3	18	5	-4	-6	-18	-6
3	CCN(CC)CCCN(Cc1cc2cc3c(cc2[nH]c1=O)OCO3)C(=S)NCCCN(C)C	-6	-10	-1.0	-9	6	-1	4	80*	-6	2
4	CCOc1ccc2[nH]c(=O)c(CN(Cc3nnnn3Cc3ccco3)C3CCCCC3)cc2c1	-1	-10	0.0	-17	0	5	3	10	0	7
5	CC(=O)Nc1ccc2c(c1)Cc1c-2cc(Cl)c(NC(C)=O)c1Cl	-1	-18	-0.4	-2	-21	-16	2	0	21	0
6	O=S(=O)(c1ccc(SCCOc2ccccc2)nc1)N1CCCC1	-1	-15	0.8	-8	1	0	-2	-2	-1	-6
7	COc1ccc(-c2ccc(=O)[nH]n2)cc1	-1	-2	-0.5	1	4	20	1	.	-4	-2
8	Cc1ccc(S(=O)(=O)N2CCC(C(=O)N3CCCC(C(F)(F)F)C3)CC2)cc1C (configuration not stated)	-3	0	-0.8	-18	21	27	-3	1	-21	-1
9	O=C(CCCN1C(=O)/C(=C/c2cccc(Br)c2)SC1=S)Nc1ccccn1	-1	2	-2.4	2	-3	0	9	31	3	0
10	CN1CCN(Cc2c(O)ccc3cc(-c4ccccn4)c(=O)oc23)CC1	1	-5	1.5	-5	18	34	0	0	-18	-2
11	CCCCNC(=O)c1ccc2c(c1)C(=O)N(Cc1ccncc1)C2=O	-5	-8	-0.7	-6	7	-3	6	-4	-7	-1
12	O=C(Nc1ccccc1)Nn1cnnc1	-1	-21	0.7	-4	0	-11	-10	-3	0	-3
13	O=C(Nc1nc2ccccc2[nH]1)C1CCN(C(=O)c2ccc(F)cc2)CC1	1	0	-0.3	-9	-12	1	-9	0	12	-4
14	CCOC(=O)N1CCN(CC(c2ccccc2)c2ccccc2)CC1	-3	-15	-1.5	-11	4	3	12	-2	-4	-4
15	COc1ccccc1CNS(=O)(=O)c1cc(C(=O)NCc2ccccn2)c(Cl)cc1Cl	-2	5	2.4	3	11	6	4	0	-11	-1
16	O=C(CCc1nnc(CCCCc2ccccc2)o1)N1CCCCC1CCO (configuration not stated)	-1	-11	-10.0	-9	-1	-5	-3	1	1	0
17	O=C(CSc1nnc(-c2ccc(O)cc2)n1Cc1ccco1)N1CCc2ccccc2C1	1	0	-0.7	-8	-8	23	6	0	8	1
18	O=C(Nc1ccc(S(=O)(=O)Nc2ncccn2)cc1)C(F)(F)F	0	-11	0.4	3	14	0	-2	1	-14	1
19	O=C(NCc1ccco1)C1CCN(S(=O)(=O)N2CCC3(CC2)OCCO3)CC1	-2	14	-0.1	3	-12	-2	-8	-1	12	0
20	CC1CCCCN1CCNc1nc(=S)[nH]c2ccccc12 (configuration not stated)	-13	-9	0.9	-20	6	8	-9	5	-6	1
21	O=C(O)C1CCCN1S(=O)(=O)c1ccc(Cl)cc1 (configuration not stated)	1	10	1.6	-5	11	17	2	-4	-11	0
22	Cc1ccc(SCCN2CCN(C)CC2)cc1	0	5	-0.6	-3	3	5	-4	0	-3	-4
23	O=C(Nc1ncccc1O)C1CCN(S(=O)(=O)c2ccc3ccccc3c2)CC1	.	-1	.	3	21	24	-8	1	-21	-1
24	COc1ccc(NC(=O)C2C3C=CC4(O3)C2C(=O)N(CCN2CCCCC2C)C4C(=O)NC2CCCCC2)cc1 (configuration not stated)	-2	-5	-0.2	-3	-4	14	3	7	4	-5
25	Cc1ccc2c(c1)C(=O)N1[C@H]3c4cc(Br)ccc4OC[C@@H]3[C@H](c3ccccc3)[C@]1(C)C(=O)N2	-7	-12	-1.0	1	19	-12	-4	.	-19	-2
26	CCCc1nc2ccccc2c(C(=O)OCc2nnc(-c3cc(OC)c(OC)c(OC)c3)o2)c1CC	-1	-11	-2.2	0	-12	9	-4	.	12	-4
27	Cc1cc(NC(=O)c2ccc([N+](=O)[O-])cc2)n(C)n1	3	-3	5.7	.	-10	-7	.	-2	10	.
28	Cc1ccc(C(=O)Cn2cncn2)cc1	-1	-3	1.6	0	2	27	-4	-3	-2	-3
29	CCC(C)(C#CCN1CCCCC1)OC(C)=O (configuration not stated)	-2	-10	-1.0	0	29	-20	-8	-1	-29	1
30	Cc1ccc(C(=O)NCCNC(=O)c2ccccn2)cc1	-1	-12	-0.1	0	.	7	-7	5	.	0
31	O=C1CCc2cc(S(=O)(=O)N3CCC(C(=O)NCc4ccccn4)CC3)ccc2N1	-7	-23	1.6	-2	20	-3	-9	.	-20	-3
32	COc1ccc(C(=O)Nc2ccc(S(=O)(=O)NC(C)=O)cc2)cc1	1	-13	0.8	3	18	0	4	-4	-18	1
33	O=C(CN(Cc1ccccc1F)S(=O)(=O)c1ccc(Cl)cc1)NCCC1=CCCCC1	2	-16	-0.2	-10	-23	0	-1	2	23	-7
34	O=C(COC(=O)Cn1[nH]c(=O)c2ccccc2c1=O)Nc1ccc2c(c1)OCO2	0	-8	-1.0	-5	13	4	-4	0	-13	4
35	CCc1nc(N2CCCCC2)c2oc3ccccc3c2n1	-3	-8	-0.8	5	8	0	3	-8	-8	-14
36	COc1ccc(/C(C)=N/Nc2nncc3ccccc23)cc1	-3	-3	-1.1	-7	-16	15	5	1	16	-1
37	Cc1cc(N/N=C/c2ccc(N(C)C)cc2)nc(NCc2ccccc2)n1	3	-2	-0.3	.	-81	24	.	-2	81*	.
38	CCC(Sc1nc(N)cc(=O)[nH]1)C(=O)Nc1cc(C)on1 (configuration not stated)	-5	-4	3.3	-6	10	-13	-12	-2	-10	2
39	O=C(Nc1ccncc1)c1c(F)cccc1F	-3	-2	0.2	-4	-16	17	3	0	16	0
40	CC1CCCN(Cc2nc(Cc3ccccc3Cl)no2)C1 (configuration not stated)	-3	3	-0.5	2	.	3	-4	-1	.	-3
41	CO[C@@H]1[C@@H](OC(N)=O)[C@@H](O)C(Oc2ccc3c(O)c(NC(=O)c4ccc(O)c(CC=C(C)C)c4)c(=O)oc3c2C)OC1(C)C (some centres not stated)	-2	3	1.0	-16	3	6	-4	.	-3	3
42	COc1ccc(-c2cc(C(=O)NNC(=S)NC(=O)c3c(-c4ccccc4)noc3C)[nH]n2)cc1	-6	-14	-0.3	-4	-66	13	1	.	66	12
43	Cc1cc(NCc2ccco2)nc2cc(O)ccc12	-2	0	-0.9	2	4	-3	-6	.	-4	-3
44	COC(=O)c1c(-c2ccc(OC)cc2)sc2ccc(OC)cc12	0	-5	-0.4	-2	-56	2	-8	.	56	-16
45	O=C(NC1=NC2CCCCC2N1)c1ccccc1 (configuration not stated)	-5	-12	0.7	2	7	-7	-2	0	-7	-1
46	C=CCNC(=O)Cn1nc(-c2ccccc2)ccc1=O	-3	-25	-0.6	4	5	1	-8	2	-5	6
47	Cc1ccc(S(=O)(=O)CC(C)N2CCOCC2)c(S(=O)(=O)CC(C)N2CCOCC2)c1 (configuration not stated)	0	-6	1.5	-4	5	1	1	.	-5	0
48	COc1ccc(CC(=O)NCC2(c3ccc(OC)c(OC)c3)CCOCC2)cc1	-2	-4&-4	-0.2	-4	48&5	-5	-1	-8	-48&-5	2
49	CN(CC(=O)Nc1ccccc1Br)CC(=O)NC(c1ccccc1)c1ccccc1	2	5	0.1	-9	-1	31	-8	3	1	0
50	COc1cc(/C=N/n2nnnc2Nc2ccccc2)cc(OC)c1OC	1	3	-1.5	3	-89	29	-2	3	89*	-3
51	COc1cccc2c(=O)n(CC(=O)N3CCCc4ccccc43)ccc12	-3	-19	-1.8	-6	10	-4	0	.	-10	-4
52	O=C(CN1C2=NCCCN2c2ccccc21)c1ccc(Cl)cc1Cl	3	-8	0.1	-9	-3	49	-4	5	3	-3
53	N=C1SCC(=O)N1c1ncc(Cc2ccccc2Cl)s1	1	-3	-0.3	3	-7	2	-7	-1	7	7
54	CC(Oc1ccc(F)cc1F)C(=O)/C=C/N(C)C (configuration not stated)	-1	-6	0.5	-2	17	3	10	0	-17	4
55	COc1ccccc1OCCOC(=O)Nc1ccccc1	3	15	-0.7	0	-12	36	2	-1	12	-2
56	O=[N+]([O-])c1ccc(N=Cc2sc3ccccc3c2O)cc1	-1	13	-0.2	-9	7	11	-4	0	-7	0
57	Cc1ccc(NC(=O)CCC(=O)N/N=C/c2coc3ccc(F)cc3c2=O)cc1	6	-6	0.1	-6	9	-3	-1	.	-9	1
58	COc1ccc(Br)cc1C(=O)NC(=S)Nc1ccc(Cl)c(C(=O)O)c1	-4	17	-0.9	-2	-7	23	-2	-10	7	-1
59	CCOC(=O)c1nc(C)[nH]c1C(=O)OCC	4	4	-3.4	-9	5	1	2	-5	-5	2
